LYPLA2 counter: LYPLA2 inhibitors, primary screen, counter-screen for PME1 inhibitor project, biochemical, fluorescence polarization, FP-Rh probe ABPP | Acyl-protein thioesterase 2 (Homo sapiens), O95372 | recombinant LYPLA2 | inhibition, % at 5.9 µM | hit rate 0.38% among 320,000 | AID 2177, 2009;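 active = inhibition above the screen-wide mean plus 3 SD, limit set per campaign, cut at about 26% in these data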;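 note: 0% = LYPLA2 with DMSO and 100% = wells lacking LYPLA2 enzyme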
Target sequence (O95372 whole entry, looked up): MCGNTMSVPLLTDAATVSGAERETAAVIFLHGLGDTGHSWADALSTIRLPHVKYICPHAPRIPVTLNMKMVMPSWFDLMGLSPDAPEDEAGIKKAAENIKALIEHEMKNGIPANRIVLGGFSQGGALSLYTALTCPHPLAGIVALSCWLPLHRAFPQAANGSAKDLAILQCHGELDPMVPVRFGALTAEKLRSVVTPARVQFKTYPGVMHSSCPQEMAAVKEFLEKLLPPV
pPAFAH FP inh: pPAFAH enzyme inhibitors, primary screen, biochemical, fluorescence polarization, human | inhibition, % at 3.39 µM | Platelet-activating factor acetylhydrolase (Homo sapiens), Q13093 | recombinant pPAFAH, FP-rhodamine probe fluorescence polarization | AID 463082, 2010 | hit rate 1.5% among 330,000;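 active = inhibition above the mean inhibition across the screen plus 3 SD, cut at about 25% in these data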;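 note: inhibitors block binding of the rhodamine activity-based probe so polarization drops; 0% = enzyme with DMSO and 100% = wells lacking pPAFAH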
Target sequence (Q13093 whole entry, looked up): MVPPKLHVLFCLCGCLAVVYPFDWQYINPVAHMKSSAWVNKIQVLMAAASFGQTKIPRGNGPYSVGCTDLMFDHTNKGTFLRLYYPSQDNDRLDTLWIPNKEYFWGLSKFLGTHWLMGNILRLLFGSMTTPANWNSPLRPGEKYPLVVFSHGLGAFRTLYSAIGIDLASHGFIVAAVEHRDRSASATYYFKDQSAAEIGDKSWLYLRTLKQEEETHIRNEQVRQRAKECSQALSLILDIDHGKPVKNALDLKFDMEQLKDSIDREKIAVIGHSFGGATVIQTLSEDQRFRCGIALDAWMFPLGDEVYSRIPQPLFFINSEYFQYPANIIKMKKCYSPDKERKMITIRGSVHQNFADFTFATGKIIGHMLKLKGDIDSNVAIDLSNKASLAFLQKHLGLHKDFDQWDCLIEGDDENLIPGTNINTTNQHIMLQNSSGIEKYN
ZTA DNA inh: ZTA (EBV) inhibition in EBNA-1 counter-screen; inhibition, % at 11 µM; ZTA-DNA binding, fluorescence polarization; AID 2234; hit rate 0.15% among 320,000; P03206; in the data active = inhibition above about 33%
PAFAH2 inh: PAFAH2 enzyme inhibitors, primary screen, biochemical, fluorescence polarization, human; recombinant PAFAH2, FP-rhodamine activity probe; AID 492956, 2010; hit rate 0.99% among 340,000; Platelet-activating factor acetylhydrolase 2, cytoplasmic (Homo sapiens), Q99487; inhibition, % at 3.39 µM;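 active = inhibition above the mean over all tested compounds plus 3 SD, cut at about 30% in these data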;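 note: inhibitors block probe labeling of enzyme so polarization drops; 0% = enzyme with DMSO and 100% = wells lacking PAFAH2 protein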
PAFAH1B3 inh: PAFAH1B3 enzyme inhibitors, primary screen, biochemical, fluorescence polarization, human. Platelet-activating factor acetylhydrolase IB subunit alpha1 (Homo sapiens), Q15102. recombinant PAFAH1B3, FP-rhodamine probe. inhibition, % at 3.39 µM. hit rate 0.28% among 340,000;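 active = inhibition above the screen-wide average of all tested compounds plus 3 SD, cut at about 25% in these data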;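 note: 0% = enzyme with DMSO only and 100% = wells lacking PAFAH1B3 protein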
PAFAH1B2 inh: PAFAH1B2 enzyme inhibitors, primary screen, biochemical, fluorescence polarization, human | AID 492953, 2010 | inhibition, % at 3.39 µM | hit rate 1.2% among 340,000 | Platelet-activating factor acetylhydrolase IB subunit alpha2 (Homo sapiens), P68402 | recombinant PAFAH1B2, FP-rhodamine activity probe;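 active = inhibition above the mean of all tested compounds plus 3 SD, cut at about 24% in these data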;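 note: 0% = enzyme with DMSO and 100% = wells lacking PAFAH1B2; many of its hits are not listed in these tables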
PREPL inh: PREPL enzyme inhibitors, primary screen, biochemical, fluorescence polarization | Prolyl endopeptidase-like (Homo sapiens), Q4J6C6 | recombinant PREPL, fluorescence polarization activity-based probe | inhibition, % at 5.96 µM | hit rate 0.68% among 320,000 | AID 2751, 2010; in the data active = inhibition above about 43%;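 note: 0% = enzyme with DMSO and 100% = wells lacking enzyme; many of its hits are not listed in these tables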
LYPLA1 counter: LYPLA1 inhibitors, primary screen, counter-screen for PME1 inhibitor project, biochemical, fluorescence polarization, FP-Rh probe ABPP | Acyl-protein thioesterase 1 (Homo sapiens), O75608 | recombinant LYPLA1 | inhibition, % at 5.9 µM | hit rate 0.16% among 320,000;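 active = inhibition above the mean of all tested compounds plus 3 SD, set per campaign, cut at about 14% in these data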;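 note: inhibitors block serine hydrolase probe labeling of LYPLA1 so polarization falls; 0% = enzyme with DMSO and 100% = wells lacking LYPLA1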
Target sequence (O75608 whole entry, looked up): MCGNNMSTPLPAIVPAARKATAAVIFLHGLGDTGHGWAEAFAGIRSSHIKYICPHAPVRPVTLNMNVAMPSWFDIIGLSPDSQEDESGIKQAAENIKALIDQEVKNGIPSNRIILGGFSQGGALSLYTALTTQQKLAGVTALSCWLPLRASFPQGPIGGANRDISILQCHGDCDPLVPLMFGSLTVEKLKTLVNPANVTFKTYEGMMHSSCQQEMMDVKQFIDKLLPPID
EBNA-1 inhibitor: EBNA-1 DNA-binding inhibitors, primary screen, biochemical, fluorescence polarization; inhibition, % at 14.8 µM; hit rate 0.34% among 300,000; in the data active = inhibition above about 28%
* = called active by the depositor; nt = not tested or not shown. A portion of the library; count on the stated rates, not on these rows.

SMILES	LYPLA2 counter	pPAFAH FP inh	ZTA DNA inh	PAFAH2 inh	PAFAH1B3 inh	PAFAH1B2 inh	PREPL inh	LYPLA1 counter	EBNA-1 inhibitor
CC(=O)c1ccc(NC(=O)CCOc2cc(C)ccc2C)cc1	3.1	8.3	-3.8	4.3	-3.4	-0.3	-18.8	0.8	10.4
CN(C)S(=O)(=O)c1ccc(C(=O)Nc2ccc(OCC(=O)N3CCOCC3)cc2)cc1	-0.6	1.1	-8.5	2.5	3.8	-0.7	14.4	6.7	-9.9
COc1cc(C(=O)NCCc2ccc(S(N)(=O)=O)cc2)cc(OC)c1OC	-1.5	0.8	-2.2	2.3	0.2	6.0	5.9	1.1	-11.3
COc1ccc(CCNC(=O)CCn2cccc2)cc1OC	4.9	0.8	-7.2	0.1	3.6	0.4	14.3	3.1	0.4
O=C1CCCc2c1nc(-c1ccccc1F)n2O	2.1	1.3	0.5	8.1	-0.5	1.2	-1.2	0.9	4.9
ClCc1csc(-c2ccc(Cl)cc2)n1	1.2	1.3	2.0	0.2	10.5	4.9	1.9	0.8	4.6
CC(CC(=O)Nc1nccs1)c1ccccc1 (stereo not given)	-2.2	0.0	4.7	-0.1	5.8	7.0	-3.0	0.0	-0.5
COc1ccc(C2NC(=S)NC(C)=C2C(=O)N2CCOCC2)cc1 (stereo not given)	1.9	-3.6	2.5	2.0	9.8	8.1	31.5	-3.0	-4.1
COc1ccc(/C=N/NC(=O)c2ccc(Cl)cc2)cc1Cn1cc(Cl)cn1	-4.2	-7.2	0.3	-4.2	-15.3	-5.4	-22.7	-7.8	-11.5
N#Cc1ccccc1OCC(=O)Nc1c(C(=O)C2CC2)oc2ccccc12	-7.2	3.5	19.1	11.9	4.0	3.0	-6.0	-4.5	30.1*
N#C/C(=C\c1c(N2CCOCC2)nc2ccccn2c1=O)S(=O)(=O)c1ccccc1	-6.8	5.5	12.8	1.2	0.9	-2.8	2.3	-2.7	2.4
NNC(=O)CN1C(c2cccc(Cl)c2)=Nc2ccc(Br)cc2C1c1ccccc1 (stereo not given)	-17.7	-5.6	13.4	3.4	-0.6	1.4	3.2	-5.1	-0.7
COc1ccc(NS(=O)(=O)c2cccc(C(=O)NCC(c3ccc(OC)cc3)N3CCOCC3)c2)cc1 (stereo not given)	2.7	32.0*	-4.4	-3.1	6.4	-0.6	-1.1	2.2	4.0
O=c1[nH]nc(C(F)(F)F)c2nnn(Cc3ccccc3Cl)c12	4.2	2.6	7.4	8.9	6.2	4.4	1.7	3.7	-3.9
O=C(NCc1ccccc1Br)c1ccc2c(c1)OCCO2	-3.5	2.4	7.4	3.1	10.2	4.2	0.9	0.4	1.8
Cc1nnc(N/N=C\c2ccc(-c3ccccc3[N+](=O)[O-])o2)n1N	6.1	1.9	5.5	-1.8	2.5	2.3	7.2	4.5	-2.6
O=[N+]([O-])c1ccc(C[n+]2cccc3c4ccccc4ccc32)cc1	6.5	-0.8	0.1	13.4	-2.6	-1.2	25.1	2.8	4.5
CCCOc1ccc(-c2c(C(=O)N/N=C(\C)c3cccnc3)nnn2-c2nonc2N)cc1	1.2	-4.9	16.7	5.7	-4.6	5.6	12.6	0.3	-2.2
O=[N+]([O-])c1ccccc1CNC1CCCCCC1	3.8	-0.6	-5.4	-5.2	0.7	-1.7	-0.1	3.9	-4.2
COc1ccc(Cl)cc1N1C(=O)[C@@H]2C(c3cccc(OC)c3OC)=NO[C@@H]2C1=O	1.0	7.0	3.1	6.3	7.2	1.0	-3.9	1.1	-5.2
CCOc1ccc(C2C(C(=O)c3cccs3)=C(O)C(=O)N2CCN2CCOCC2)cc1 (stereo not given)	-3.4	3.1	-7.9	-2.9	4.7	0.8	2.2	-0.9	2.6
Cc1ccc(/C=C2\C(=O)ON=C2c2ccccc2)o1	-2.4	-6.6	-4.0	nt	nt	nt	-3.9	1.1	-24.4
CN(Cc1ccccc1)C(=O)c1ccc(NC(=O)Cc2ccc([N+](=O)[O-])cc2)cc1	nt	4.3	nt	1.7	4.5	-1.1	-9.7	nt	nt
CCC(C)(C)n1nnnc1C(c1cc2cc(OC)c(OC)cc2[nH]c1=O)N1CCc2ccccc21 (stereo not given)	2.5	3.0	-2.8	-2.6	-2.2	-1.6	12.5	-0.6	-1.0
CCC1Nc2ncnc(N3CCN(c4ccccc4)CC3)c2N(Cc2ccc(C)cc2)C1=O (stereo not given)	-0.2	3.2	-1.1	-1.3	2.7	-6.2	-71.7	-5.5	-2.9
O=C(CC1C(=O)NCCN1CC1CCCCC1)NC1(c2ccccc2)CC1 (stereo not given)	-9.9	4.0	4.3	7.0	0.1	7.5	5.2	-2.4	-6.2
CC(C)CC(C(=O)Nc1ccc2c(c1)OCCO2)N1C(=O)c2ccccc2C1=O (stereo not given)	-7.5	-1.6	-7.5	-3.4	-3.3	1.0	-5.5	-3.1	-8.6
COc1ccc(C2C(C(=O)/C=C/c3ccco3)=C(O)C(=O)N2CCN2CCOCC2)cc1OC (stereo not given)	-2.2	11.7	-6.3	1.6	4.4	2.0	-4.1	-1.4	-3.9
CN(C)c1ccc(NC(=O)Nc2ccc3snnc3c2)cc1	1.3	4.2	1.6	5.9	4.5	7.4	18.3	-8.9	7.3
Cc1cc(C)c(NC(=O)Cn2nnc(C(=O)NCc3cccs3)c2N)c(C)c1	2.4	3.0	1.6	-1.3	2.0	5.9	2.2	1.3	10.8
COc1cccc(-c2nc(CS(=O)(=O)CC(=O)NC3CCCCCC3)c(C)o2)c1	-0.9	4.5	6.3	4.7	1.5	4.9	1.1	0.9	-2.3
COc1cccc(C2NC(=O)NC(C)=C2C(=O)Nc2ccc(C)cc2)c1OC (stereo not given)	6.5	7.8	-1.4	4.0	-2.7	-3.1	6.5	2.6	-1.2
COc1ccc(C(=O)NCC2OCCc3ccccc32)c(O)c1 (stereo not given)	1.0	-3.0	-5.7	3.4	7.4	-0.6	-9.1	0.1	-15.1
COc1ncnc2c1ncn2CC1COC(C)(C)O1 (stereo not given)	-1.5	0.9	-3.5	0.0	4.4	-2.5	5.7	-0.3	-5.2
O=C(CC1S/C(=N\S(=O)(=O)c2ccccc2)N(c2ccccc2)C1=O)Nc1ccc(F)cc1 (stereo not given)	-1.0	-0.2	-10.3	-1.2	0.0	6.9	9.8	2.8	0.6
O=C1CCC(C(=O)OCc2nnc(-c3ccc(Br)cc3)o2)=NN1	3.0	3.8	-5.3	1.0	9.6	-1.0	11.7	-0.2	nt
COc1ccccc1-n1cnnc1SCC(=O)N1CCOCC1	8.4	-1.1	2.3	-1.8	0.9	-0.9	-6.6	1.3	-7.5
O=C(Nc1ccon1)c1ccc2c(c1)OCO2	9.3	2.5	-15.5	6.6	3.6	-3.4	-3.3	1.5	-10.5
C=C(C(=O)c1ccccc1)C(C(=C)C(=O)c1ccccc1)c1ccc(OC)cc1	-0.7	-3.1	-1.6	1.7	2.2	2.1	-7.9	-0.3	-16.8
O=C(Nc1ccnn1C1CCN(C2CCCCC2)CC1)c1ccccc1	5.5	1.4	-10.8	0.5	-0.9	3.7	-1.7	1.2	-4.0
COC(=O)c1c(C)oc(C)c1S(=O)(=O)NCc1ccc(Cl)cc1Cl	4.2	0.3	-1.7	3.2	9.4	11.4	-10.7	-0.5	-1.1
CSCC[C@H](NC(=O)NC1CCCC1)C(=O)O	7.9	1.2	8.8	1.1	5.4	2.0	-8.1	-1.6	8.3
COCCn1c(SCC(=O)Nc2ccc(OC)cc2)nc2c(oc3ccccc32)c1=O	-1.4	7.6	-1.6	nt	nt	nt	-5.0	0.6	0.9
CCOC(=O)c1sc(NC(=O)CN2C(=O)C3CC=CCC3C2=O)nc1C (stereo not given)	2.8	0.7	-10.1	2.8	3.5	0.7	15.4	-0.4	nt
O=C(Nc1nc(-c2ccncc2)cs1)c1ccc(S(=O)(=O)N2CCOCC2)cc1	2.7	-1.0	-4.5	1.3	12.6	4.4	1.9	0.8	0.1

3 compounds from above, sorted by the value under PAFAH2 inh, ascending.
SMILES | PAFAH2 inh
CSCC[C@H](NC(=O)NC1CCCC1)C(=O)O | 1.1
C=C(C(=O)c1ccccc1)C(C(=C)C(=O)c1ccccc1)c1ccc(OC)cc1 | 1.7
COc1cccc(C2NC(=O)NC(C)=C2C(=O)Nc2ccc(C)cc2)c1OC (stereo not given) | 4.0

Going on with the list:
SMILES	LYPLA2 counter	pPAFAH FP inh	ZTA DNA inh	PAFAH2 inh	PAFAH1B3 inh	PAFAH1B2 inh	PREPL inh	LYPLA1 counter	EBNA-1 inhibitor
COc1ccccc1N(C)S(=O)(=O)c1ccc(C(=O)N2CCC(C(N)=O)CC2)cc1	0.0	5.8	19.8	6.0	6.8	0.8	8.9	2.2	9.1
CN1C(=O)/C(=C/c2ccc(C(F)(F)F)cc2)Sc2ccc(C(=O)N3CCN(c4ccccn4)CC3)cc21	3.1	0.9	4.4	5.3	0.0	-0.2	16.8	-5.3	-8.5
COc1ccc(/C=C/c2c(-c3cccc(C)c3)oc3ccc(N4CCOCC4)cc23)cc1	1.5	1.6	-1.5	5.9	5.1	3.0	18.2	-0.5	-5.3
CC(=O)Nc1ccc(-c2nc3c(C)cccc3[nH]2)cc1	-6.4	-0.9	16.0	2.2	4.7	3.4	0.5	-3.0	2.5
CS(=O)(=O)N(CCc1ccccc1)CC(=O)N1CCc2ccccc2C1	0.9	3.3	2.9	-2.7	7.8	5.1	-27.4	3.5	-0.1
O=C(NCc1ccc2c(c1)OCO2)c1cccc([N+](=O)[O-])c1	-3.2	1.6	-0.1	4.3	-1.3	0.2	-5.2	-2.5	3.2
CC(Oc1ccc(F)cc1)C(=O)NN (stereo not given)	10.6	0.6	-4.2	-3.0	0.3	6.2	11.5	1.1	4.1
O=C1C2C3C=CC(C3)C2C(=O)N1c1cccc2cccnc12 (stereo not given)	-0.6	10.6	10.8	3.5	-2.5	-2.0	7.3	0.8	-3.7
Cc1ccccc1NC(=O)NC(C)(C)CC(C)(C)C	-0.7	-6.5	-9.6	9.0	1.4	10.8	-4.8	1.7	-5.6
CCCOc1ccc(N2C(=O)CC(N(CCc3ccc(OC)cc3)C(=O)c3ccccc3)C2=O)cc1 (stereo not given)	-4.3	8.8	-5.6	-4.9	-5.3	-1.5	-1.9	-0.3	-0.1
CCCN(C(=O)Cc1ccc(S(=O)(=O)N2CCOCC2)s1)c1c(N)n(Cc2ccccc2)c(=O)[nH]c1=O	-6.8	6.1	-2.6	1.4	2.1	-1.6	-1.8	-3.2	0.9
COC(=O)Cc1c(C)nc2nc(-c3ccc(OC)cc3)[nH]n2c1=O	0.8	2.8	-4.8	-15.1	-2.9	8.9	2.4	2.4	10.5
CC1CCCCC1NC(=O)CN1CCC(O)(c2ccc3c(c2)OCO3)CC1 (stereo not given)	5.5	5.5	2.0	1.2	1.3	5.3	0.8	-2.3	-0.3

Taken from above.
Value for COc1cc(C(=O)NCCc2ccc(S(N)(=O)=O)cc2)cc(OC)c1OC under ZTA DNA inh: -2.2
Value for CN(C)c1ccc(NC(=O)Nc2ccc3snnc3c2)cc1 under PAFAH1B3 inh: 4.5
Value for CCCOc1ccc(-c2c(C(=O)N/N=C(\C)c3cccnc3)nnn2-c2nonc2N)cc1 under EBNA-1 inhibitor: -2.2

Screens as filed in PubChem BioAssay.
